Source: PubChem BioAssay
EBV LMP1 NFkB: inhibitors of Epstein-Barr LMP1-induced NF-kappaB reporter. LMP1-induced NF-kappaB luciferase reporter cells, luminescence. inhibition, % at 12.5 µM. 350,000 tested, 0.69% active; in the data active = inhibition above about 41%;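 also: 0% = neutral control wells and 100% = reference inhibitor control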
TWEAK-Fn14 inh: inhibitors of TWEAK-Fn14 interaction signaling; TWEAK-stimulated Fn14 reporter cells, luciferase luminescence, 8 h; inhibition, % at 10 µM; 360,000 tested, 2% active; in the data active = inhibition above about 50%
KKLEB tox: CF airway cell cytotoxicity counter-screen. KKLEB CF airway cells viability, ATPlite luminescence, overnight; active compounds read low; cells stimulated with P. aeruginosa culture filtrate. activity change (cytotoxicity), % at 5 µM. 360,000 tested, 0.36% active;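 active = corrected activity change at or below -50% at 5 µM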
LRH-1 inv ag: NR5A2 inverse agonism in reporter assay | O00482 | HEK293T StAR-luciferase reporter, LRH-1 transfected, 24 h | inhibition, % at 3.6 µM | 360,000 tested, 0.13% active | AID 602396;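 active = inhibition above the mean inhibition of all tested compounds plus 3 SD, cut at about 73% in these data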;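 also: 0% = DMSO wells and 100% = reporter-only cells lacking LRH-1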
C8 TRAIL sens: sensitizes caspase-8 expressing cells to TRAIL. 360,000 tested, 1% active. inhibition (viability loss, TRAIL sensitization), % at 10 µM. NB7+C8 cells + TRAIL, ATPlite viability luminescence. AID 624354;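 active = compounds causing at least 50% loss of cell viability in the single-dose screen, relative to plate controls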
Shn3 inh set2: Schnurri-3 reporter inhibition in Clone20 osteoblasts; Clone20 osteoblast Shn3 3'UTR firefly luciferase, 24 h; inhibition, % at 12.5 µM; 360,000 tested, 0.52% active;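 active = mean inhibition of at least 75% with every replicate also reaching 75%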;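 also: 0% = median of neutral control wells and 100% = pilot-screen positive control compound; some compounds past the cut are filed as inactive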
SRC1 inh: inhibits human SRC1 coactivator. inhibition, % at 3.6 µM. 360,000 tested, 0.12% active. Q15788. HEK293 GAL4-SRC1 luciferase reporter, luminescence;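 active = inhibition above the campaign mean plus 3 SD, with each screening campaign given its own cutoff, cut at about 60% in these data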;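 also: 0% = DMSO treated cells and 100% = gossypol at 36 µM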
CF NFkB block: blocks PAF-induced NF-kB reporter in cystic fibrosis cells. inhibition, % at 5 µM. KKLEB NF-kB-GFP reporter, GFP fluorescence overnight. 360,000 tested, 0.86% active. AID 588850;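 active = at least 50% inhibition at 5 µM, scaled per plate between neutral and stimulator controls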;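 also: PAF is a Pseudomonas aeruginosa culture filtrate used as stimulus; plate controls were PAF-stimulated DMSO wells for no effect and unstimulated DMSO wells for full effect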
NR2F2 inh: inhibitors of human COUP-TFII (NR2F2); HEK293T NGFI-A luciferase reporter, luminescence; P24468; inhibition, % at 8.6 µM; 370,000 tested, 0.7% active;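 active = inhibition above a per-plate cutoff, mean inhibition of test wells between control levels plus 3 SD, cut at about 38% in these data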;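 also: cells cotransfected with COUP-TFII expression vector driving the NGFI-A reporter; 0% = median of COUP-TF2 test wells and 100% = reporter-only cells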
TROY signal inh: inhibitors of TROY-dependent NF-kB signaling; AID 1347056; Q293 LMP1-TROYcd NF-kB luciferase reporter, 4 h; 360,000 tested, 0.98% active; inhibition, % at 10 µM;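 active = compounds whose plate-normalised and pattern-corrected inhibition of the luciferase reporter signal at the single screening dose is 50% or more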
SRC3 inh: inhibits human SRC3 coactivator. HEK293 GAL4-SRC3 luciferase reporter, luminescence. inhibition, % at 3.6 µM. 360,000 tested, 0.17% active. AID 588352;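 active = inhibition above a per-campaign cutoff, the mean of all compounds plus 3 SD, cut at about 60% in these data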;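 also: 0% = DMSO-treated cells and 100% = gossypol-treated cells at 36 µM; higher means less SRC3-driven luciferase light from the GAL4 reporter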
Target sequence (Q9Y6Q9 whole entry, looked up, the tested form may be a part): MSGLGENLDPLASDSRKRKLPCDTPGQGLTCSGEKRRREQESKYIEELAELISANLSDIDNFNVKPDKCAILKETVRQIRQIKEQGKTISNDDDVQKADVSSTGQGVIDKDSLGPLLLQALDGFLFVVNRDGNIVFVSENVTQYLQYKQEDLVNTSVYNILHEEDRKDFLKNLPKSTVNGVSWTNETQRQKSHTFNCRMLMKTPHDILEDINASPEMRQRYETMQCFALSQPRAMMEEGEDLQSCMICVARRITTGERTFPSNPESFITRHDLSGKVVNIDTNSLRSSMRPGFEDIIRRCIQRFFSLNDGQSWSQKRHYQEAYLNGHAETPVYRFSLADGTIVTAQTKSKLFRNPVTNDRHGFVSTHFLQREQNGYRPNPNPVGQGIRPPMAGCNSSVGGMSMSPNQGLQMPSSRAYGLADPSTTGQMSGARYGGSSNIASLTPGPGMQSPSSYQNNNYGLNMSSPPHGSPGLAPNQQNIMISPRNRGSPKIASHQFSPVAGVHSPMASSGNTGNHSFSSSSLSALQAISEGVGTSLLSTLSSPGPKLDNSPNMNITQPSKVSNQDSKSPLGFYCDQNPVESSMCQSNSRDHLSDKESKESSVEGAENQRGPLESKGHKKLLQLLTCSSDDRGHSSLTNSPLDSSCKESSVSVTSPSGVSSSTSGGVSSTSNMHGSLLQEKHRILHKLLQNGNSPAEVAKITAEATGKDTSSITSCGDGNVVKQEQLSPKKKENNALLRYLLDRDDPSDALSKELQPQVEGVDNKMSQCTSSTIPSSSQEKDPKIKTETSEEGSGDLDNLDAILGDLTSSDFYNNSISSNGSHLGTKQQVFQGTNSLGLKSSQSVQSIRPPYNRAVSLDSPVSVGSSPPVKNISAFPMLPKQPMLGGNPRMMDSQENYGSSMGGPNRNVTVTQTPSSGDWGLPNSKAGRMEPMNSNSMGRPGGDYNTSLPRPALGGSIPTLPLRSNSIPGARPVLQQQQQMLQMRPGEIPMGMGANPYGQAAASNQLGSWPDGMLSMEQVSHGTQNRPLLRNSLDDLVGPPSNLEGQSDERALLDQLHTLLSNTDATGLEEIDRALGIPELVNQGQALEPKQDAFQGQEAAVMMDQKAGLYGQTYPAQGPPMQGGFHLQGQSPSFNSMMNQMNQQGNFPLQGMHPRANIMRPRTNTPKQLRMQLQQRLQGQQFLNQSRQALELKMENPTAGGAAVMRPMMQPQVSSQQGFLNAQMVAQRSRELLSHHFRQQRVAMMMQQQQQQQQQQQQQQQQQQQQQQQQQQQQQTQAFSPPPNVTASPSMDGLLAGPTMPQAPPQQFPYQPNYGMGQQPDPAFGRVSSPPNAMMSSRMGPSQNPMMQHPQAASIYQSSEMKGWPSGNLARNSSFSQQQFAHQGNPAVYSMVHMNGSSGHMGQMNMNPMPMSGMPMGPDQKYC
Active calls of the source: *; · = not tested or not shown.

SMILES	EBV LMP1 NFkB	TWEAK-Fn14 inh	KKLEB tox	LRH-1 inv ag	C8 TRAIL sens	Shn3 inh set2	SRC1 inh	CF NFkB block	NR2F2 inh	TROY signal inh	SRC3 inh
COc1ccc(/C=N/NC(=S)N[C@H]2CC3CCC2C3)cc1 (stereo partly drawn)	-11	-41	-4	-23	4	-8	1	11	-7	-41	-1
CCn1c(SCC(=O)N/N=C/C(C)=C\c2ccco2)nnc1-c1ccccc1	4	-10	10	7	-3	10	-15	8	3	-8	1
CC(Sc1ccc(Cl)cc1)C(=O)NCc1ccc2c(c1)OCO2 (stereo not drawn)	-7	25	1	-14	4	-5	4	-5	-2	1	-1
CC(C)(C)c1ccc(SCCc2cccnc2)cc1	-19	-30	-10	-60	2	-95	-63	13	-37	-54	-82
CCCSCCCNC(=O)Cn1c(=O)c2cccn2c2ccccc21	11	-6	12	4	-27	12	-33	12	2	8	4
FC(F)(F)c1ccc2c(c1)N1CCCC1CN2 (stereo not drawn)	-1	13	1	29	3	1	-14	4	1	-2	17
O=C(NN1S(=O)(=O)c2ccccc2S1(=O)=O)c1ccc(Br)cc1	-5	-17	12	-3	-1	3	3	1	4	-24	3
COCc1cc(C)nc(SCC(=O)Nc2cccc3cccnc23)c1C#N	-3	-20	-14	-8	1	10	-4	44	6	-4	7
COc1ccc(C(=S)N2CCOCC2)cc1OC(=O)c1ccc([N+](=O)[O-])cc1	1	-46	1	-5	-5	2	4	-3	8	26	4
COc1cc2c(cc1NC(=O)CSc1ccc(C)cc1)oc1ccccc12	1	-4	-2	-5	-18	8	-5	4	-14	-9	8
CC(=O)N/N=C(\C)CC(=O)Nc1cccc(C(F)(F)F)c1	4	-6	1	-8	-6	9	5	-12	-2	0	15
Cc1ccc(-n2c(CCC(=O)O)ccc2-c2cccs2)cc1C	-2	-12	-23	-1	8	-16	-43	-3	1	11	-41
CCOC(=O)c1c(C2CC2)csc1NC(=O)COC(=O)c1cnc(Cl)c(Cl)c1	2	-17	6	8	12	-17	1	-3	2	2	5
O=C(NCc1ccccc1Cl)C(=O)NCC1OCCN1S(=O)(=O)c1cccs1 (stereo not drawn)	14	-6	9	-5	-4	-9	-5	13	10	-1	6
CC1(C)CC(=O)C(C=NCCN2CCNC2=O)=C(O)C1	5	0	-8	11	-3	12	-14	-10	-5	1	-20
Clc1ccc(-n2nnnc2-c2ccno2)cc1	·	1	2	18	-5	-15	5	7	-4	-13	6
O=C(Nc1ccn(C2CC(OC(=O)c3ccccc3)C(CO)O2)c(=O)n1)c1ccccc1 (stereo not drawn)	9	-11	0	19	-12	16	0	-6	5	5	9
O=C1CN(C(=O)COC(=O)CCS(=O)(=O)c2ccccc2)c2ccccc2N1	5	-11	3	-13	-11	-9	1	14	22	12	6
CC(C)CC(N)c1csc(NC(=O)c2cc(C(C)(C)C)nn2Cc2ccccc2)n1 (stereo not drawn)	·	-75	-21	-5	84*	97*	6	1	-2	-6	-6
O=C(Cn1c(=O)c2cccn2c2cccnc21)NCCCN1CCN(c2ccc(F)cc2)CC1	2	0	-4	1	-13	17	3	-22	0	1	-23
Cn1c(=O)c2cc(S(=O)(=O)NCCC(=O)NCc3ccccc3Cl)ccc2n(C)c1=O	-4	0	5	5	-13	3	-21	-17	-2	4	24
CCOC(=O)c1c(C)[nH]c(C)c1C(=O)CSc1nc2ccccc2c(=O)n1-c1ccc(CC)cc1	20	50*	-19	-2	22	90*	-10	56*	2	14	26
CC(C)c1ccc(NC(=O)CNCC(c2ccccc2)N(C)C)cc1 (stereo not drawn)	-20	-15	1	9	5	-15	-16	5	0	-6	8
C/C(=N/NC(=O)CCc1c(C)n[nH]c1C)c1cccc([N+](=O)[O-])c1	-1	0	3	10	2	7	-12	9	9	-19	12
O=Cc1ccc(O)cc1O	10	13	-3	-12	2	-8	-33	10	-5	-3	1
CC(C)(C)C(=O)c1cnc(Nc2ccccc2)s1	-18	-15	5	-151	17	-38	-93	20	-23	-54	-80
COc1ccc(CC(C)CC(=O)NCCc2ccc(OC)c(OC)c2)cc1 (stereo not drawn)	1	3	20	-17	-3	11	2	-21	3	-6	-19
Cc1cccc(N2C(=O)C(O)=C(C(=O)c3cccs3)C2c2ccc(F)cc2)n1 (stereo not drawn)	-32	-12	9	4	-11	-7	0	-4	-1	26	10
CCc1ccccc1NC(=S)N(CCN1CCOCC1)Cc1ccccc1F	0	-1	-4	-10	-17	11	12	2	-2	-3	2
O=C(NCCc1ccccc1)C1CCC(CNS(=O)(=O)c2ccc(F)cc2)CC1 (stereo not drawn)	-6	-23	-11	-7	-12	-7	-7	-8	-18	-54	-18
Cc1ccc(S(=O)(=O)/N=C(\N)Nc2nc(C)c3ccccc3n2)cc1	5	0	0	-15	-4	-13	-2	3	8	-31	11
CCN(CC(=O)NCc1ccc(Cl)cc1)C(=O)CCOc1ccc(C)cc1	-6	-6	4	1	19	9	1	-17	-4	-27	-21
CC(C)(c1ccc(O)cc1)c1ccc(O)c(C(=O)O)c1	-5	9	-6	-5	-4	8	-3	11	-3	-13	1
CCn1c(=O)n(CC)c2cc(NS(=O)(=O)c3ccccc3)ccc21	6	3	-3	0	15	-5	6	-18	-30	-5	13
Cc1ccc2c(c1)[C@H]1[C@H](CO2)[C@H](c2ccccc2)[C@]2(C)C(=O)N(CC3CCCO3)CC(=O)N12 (stereo partly drawn)	12	-20	6	11	2	-20	4	-25	0	-9	-6
COc1ccc2c(c1)OC[C@H]1[C@H]2N2C(=O)c3cc(OC)c(OC)cc3NC(=O)[C@@]2(C)[C@H]1c1ccccc1	-25	-3	-5	16	14	48	19	-2	4	1	21
O=C(CC12CC3CC(CC(C3)C1)C2)NCc1ccccc1	2	9	0	-26	-26	-2	-3	-2	16	-4	-3
COc1ccc(C(=O)CSc2nnc(-c3cc4ccccc4cc3O)n2Cc2ccco2)cc1	-6	4	-23	20	5	36	-24	11	18	-5	11
COc1ccc(COc2cc(-c3cccc(OC)c3)nc3ccc(NC(=O)c4ccc(OC)cc4)cc23)cc1	3	-41	-5	39	18	19	3	22	-73	14	17
CC(C)OCCCNc1nc2c(c(=O)n(Cc3ccccc3F)c(=O)n2C)n1C	-2	3	9	-15	-3	-26	-6	-10	-12	21	23
O=C(CN1CCOCC1)Nc1ccc(-c2nc3ccccc3[nH]2)cc1	-15	5	-13	-112	2	-58	-64	-5	-9	-15	-76
CCN=C1S/C(=C\c2ccc(O)c(OCC)c2)C(=O)N1CC	-6	-18	-18	-5	3	-30	-16	34	-19	-1	-21
CCCC1(C(=O)OCC)NC(c2ccc(N(C)C)cc2)C2C(=O)N(c3ccc(F)cc3)C(=O)C21 (stereo not drawn)	4	-8	-8	-2	-8	-8	-4	-4	4	-2	-9
CCc1nc2c(OCc3ccc(C(F)(F)F)cc3)cccn2c1N(C)C(=O)c1ccncc1	·	-5	-8	-2	-4	-22	12	24	8	10	10
Fc1ccc(CNc2ccccn2)cc1	-2	-9	-1	-18	18	-3	-5	-17	3	-40	-7
O=C(CSc1ccc([N+](=O)[O-])cc1)NCC1CCCCC1	-6	0	-11	6	-2	-5	-12	18	4	-12	20
O=C(N/N=C/c1cc2c(cc1Cl)OCO2)c1cccc(Br)c1	-7	-29	-5	-11	0	-27	-60	-4	-15	-48	2
Cc1ccc(CSc2nnc([C@@H]3CCCN3C(=O)OC(C)(C)C)o2)cc1	-1	-21	0	-1	-1	7	-10	-2	-15	-20	22
CCn1nc(C)c(CNC(=O)CC2C(=O)NCCN2CC(C)(C)C)c1C (stereo not drawn)	-3	12	5	0	-1	8	1	-15	3	-1	-9
Cc1nc(CN2C(=O)C3(CCC3)ON=C2c2cccc(Cl)c2)cs1	·	-2	-13	-7	-13	-5	-10	6	9	1	-13
Cc1nc2ccccc2n1Cc1n[nH]c(=S)n1-c1ccc(Cl)cc1	5	-9	-9	-6	0	14	1	1	-6	-4	-3
CCCCn1c(N)c(N(CCC(C)C)C(=O)c2sc3nc4n(c(=O)c3c2C)CCC4)c(=O)[nH]c1=O	-3	7	-8	-11	-7	-9	3	26	0	-6	-26
CCN(Cc1ccccc1)C(=O)CSc1nc(C)cc(=O)[nH]1	2	-33	6	10	-1	-17	-2	-20	-5	16	12
Cc1csc(NC(=O)CCCC(=O)c2ccccc2)n1	2	14	2	-9	-22	-3	-16	-2	-26	-13	-46
CCC(CC)C(=O)NCCN1CCN(C(=O)C(CC)CC)CC1	3	-7	-1	10	-9	9	7	6	-3	-1	-6
Cc1ccc(-n2c(SCC(=O)Nc3ccc4c(c3)OCO4)nnc2-c2ccccn2)cc1	1	3	8	5	10	-19	-7	10	-4	0	9
CCn1cc(CN2CCCC(C(=O)Nc3cccc(-c4cc5ccccc5[nH]4)c3)C2)cn1 (stereo not drawn)	-7	16	-12	3	-7	0	8	6	10	-13	-1
O=S(=O)(c1ccc(F)c(F)c1)N1CCN(CCc2ccccc2)CC1	-14	-19	6	-31	3	-11	0	-13	14	16	-4
COc1ccc(OC)c(NC(=O)c2cc3ccccc3cc2OC)c1	-13	-7	0	-23	1	-31	-15	-21	-4	-29	-21
CC(=O)N1CSCC1C(=O)NNS(=O)(=O)c1cccc(C(F)(F)F)c1 (stereo not drawn)	1	-1	-6	6	5	23	12	12	1	2	3
Carrying on.
SMILES	EBV LMP1 NFkB	TWEAK-Fn14 inh	KKLEB tox	LRH-1 inv ag	C8 TRAIL sens	Shn3 inh set2	SRC1 inh	CF NFkB block	NR2F2 inh	TROY signal inh	SRC3 inh
O=C(CCc1c[nH]c2ccccc12)NC(Cc1ccccc1)C(=O)O (stereo not drawn)	4	5	2	16	-3	-4	-2	-20	0	-1	-5
COc1ccc(C)cc1S(=O)(=O)N1CCC2(CC1)OCCN2S(=O)(=O)c1cccs1	-3	6	0	8	-5	7	-5	6	-12	-19	-17
Cc1ccc(Nc2c(O)nc[nH]c2=O)cc1C	0	19	-2	-13	-11	-3	-7	10	1	-13	-10
Cc1ccccc1CN1CCN(C2CCC2)CC1CCO (stereo not drawn)	-1	-5	5	-10	0	5	-7	-13	-25	10	1
COc1ccc(N2CC(NS(=O)(=O)c3cccs3)CC2=O)cc1 (stereo not drawn)	-3	2	0	1	-16	1	-1	25	2	-5	6
CC(C)(C)c1ccc(-c2conc2N)cc1	-31	-3	-22	-85	25	-90	-71	20	-35	-55	-69
Cc1c(-c2c(C#N)c(N)nc3c2CCCCCC3)cnn1C	-1	-7	-16	-18	-13	8	-3	12	25	-21	11
O=C1NCC(CN(c2ccccc2)c2ccccc2)O1 (stereo not drawn)	-3	-5	10	10	-5	7	-56	1	12	6	10

Some of the compounds tested. The share of hits here may be higher or lower than overall.
